Screening results from PubChem BioAssay.
PKM2 activator: increases activity of human pyruvate kinase M2 | P14618 | Potency, µM (doses to about 57.5 µM), inactives show top-dose activation, actives largely listed as activators | purified PKM2, Kinase-Glo ATP luminescence, activation; response scale: 0% is enzyme alone, no compound | actives 0.34% (n = 260,000); further: potency means the concentration at half of the fitted maximal effect; on the % scale 0 is the no-effect control and ±100 the full control effect; nearly all actives have a fitted effect of over 55% in size
Target sequence (P14618 whole entry, looked up): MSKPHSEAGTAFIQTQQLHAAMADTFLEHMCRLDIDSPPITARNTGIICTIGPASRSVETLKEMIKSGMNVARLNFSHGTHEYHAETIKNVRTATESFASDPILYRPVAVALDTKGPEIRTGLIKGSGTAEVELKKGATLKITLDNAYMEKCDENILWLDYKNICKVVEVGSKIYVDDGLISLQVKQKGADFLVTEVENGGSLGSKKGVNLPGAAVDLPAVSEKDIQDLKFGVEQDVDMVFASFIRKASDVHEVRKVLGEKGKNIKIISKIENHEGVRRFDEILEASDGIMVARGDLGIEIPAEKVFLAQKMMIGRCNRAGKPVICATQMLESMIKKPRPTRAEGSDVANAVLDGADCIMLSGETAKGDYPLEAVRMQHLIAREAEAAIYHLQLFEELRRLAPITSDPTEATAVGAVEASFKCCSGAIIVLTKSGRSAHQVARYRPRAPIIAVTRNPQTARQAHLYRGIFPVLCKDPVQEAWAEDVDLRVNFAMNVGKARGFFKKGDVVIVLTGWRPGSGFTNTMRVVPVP
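hPK-M2, >95% pure; 0.1 mM ADP / 0.5 mM PEP final; imidazole pH7.2 buffer w/ 7 mM MgCl2, 50 mM KCl; 1 h RT; Kinase-Glo lum. Intermediate enzyme activity for dual inhibitor/activator qHTS.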
Menin MLL FP TR: menin-MLL binding inhibition, Texas Red mutant peptide; O00255; Menin + Texas Red MLL mutant peptide, fluorescence polarization; Potency, µM (series often up to 61.6 µM), for inactives: top-dose FP activity change, negative = inhibition, usual class: inhibitors; actives 0.23% (n = 270,000); AID 1768; active means well fitted inhibition curve with a large enough effect in the polarisation, with a control signal flat, not every such curve was filed as active; inconclusive means small, poorly fitted or top-dose-only effect, or effect the other way, or a change in a side signal; inactive means no such curve, though single readings can be large or run the other way; the % refers to the polarisation; further: potency means the concentration at half of the fitted maximal effect; % of control where 0% means no effect; many of its hits are not listed in these tables
USP2a inh: inhibitors of human ubiquitin-specific protease USP2a; O75604; USP2 core, Ub-CHOP2 coupled fluorogenic reporter, 485/531; Potency, µM (series often up to 38.3 µM), for the others: at the highest dose activity change, negative = inhibition, hits mostly inhibitors; actives 0.01% (n = 330,000); AID 463254;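 further: potency means the concentration at half of the fitted maximal effect; plate controls were DMSO wells for no effect and full inhibition by NEM control for full effect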
Target sequence (O75604 whole entry, looked up): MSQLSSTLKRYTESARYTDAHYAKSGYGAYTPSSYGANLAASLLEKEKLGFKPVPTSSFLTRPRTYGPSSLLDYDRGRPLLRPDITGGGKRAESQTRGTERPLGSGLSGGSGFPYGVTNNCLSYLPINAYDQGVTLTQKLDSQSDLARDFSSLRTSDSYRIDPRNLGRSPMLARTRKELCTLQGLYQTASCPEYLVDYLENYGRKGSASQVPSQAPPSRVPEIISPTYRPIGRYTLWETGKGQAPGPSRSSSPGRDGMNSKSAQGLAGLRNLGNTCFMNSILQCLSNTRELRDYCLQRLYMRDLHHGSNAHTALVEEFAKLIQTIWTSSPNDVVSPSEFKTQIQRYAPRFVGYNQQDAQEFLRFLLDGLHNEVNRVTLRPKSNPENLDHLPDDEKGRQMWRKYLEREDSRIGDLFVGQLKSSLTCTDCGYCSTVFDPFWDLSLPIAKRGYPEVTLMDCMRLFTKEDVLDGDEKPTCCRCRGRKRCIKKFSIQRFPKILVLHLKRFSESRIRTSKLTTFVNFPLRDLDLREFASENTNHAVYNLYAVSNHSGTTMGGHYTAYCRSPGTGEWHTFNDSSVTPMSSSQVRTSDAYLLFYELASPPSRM
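USP2 core (10nM final) preincubated 30min RT with compound in 20mM Tris-HCl pH 8.0, 2mM CaCl2, 2mM beta-mercaptoethanol, 0.05% CHAPS; 25nM Ub-CHOP2 plus 25nM reporter substrate added, fluorescence (Ex485/Em531) read after 60min.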
TSHR antagonist: human thyrotropin receptor antagonism. P16473. TSHR-expressing cells, TSH-stimulated cAMP HTRF, 2 h; stronger effect = lower value. activity change, negative = inhibition, % at 11.5 µM. actives 0.2% (n = 330,000). AID 504810;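 active means activity change below a set negative limit, meaning inhibition stronger than a set level, cut at about -70% in these data; inconclusive means activity change between two set negative limits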; further: on the % scale 0 is the no-effect control and ±100 the full control effect
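Freshly harvested TSHR cells receive pin-tooled compound, then EC80 TSH at 4nM final. After 2 hours at 37 deg C, antibody in lysis buffer and cAMP-d2 are added; 30 minutes at ambient temperature precede the HTRF read.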
Eya2 phos inh: blocks the phosphatase activity of human Eya2; O00167; recombinant Eya2, OMFP fluorescence dephosphorylation (OMFP is methylfluorescein phosphate); Potency, µM (highest dose often 76.9 µM), for the others: top-dose activity, negative = inhibition, usual class: inhibitors; actives 0.006% (n = 330,000); AID 488837; further: potency means the concentration at half of the fitted maximal effect; on the % scale 0 is the no-effect control and ±100 the full control effect
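Eya2 (0.2 uM) preincubated 10 min at ambient with compound, then OMFP substrate added at 50 uM; 10 min reaction in 50 mM HEPES pH 7.5, 50 mM NaCl, 5 uM MgCl2, 0.05% BSA, 1 mM DTT. Fluorescence read at Ex 485/Em 525 nm.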
BCR signal inh: inhibitors of chronic active B-cell receptor signaling; actives 0.05% (n = 340,000); Potency, µM (series often up to 46.1 µM), for inactives: at the highest dose ratio change, negative = lower green/red ratio, actives largely listed as inhibitors; ABC-DLBCL IkBa-CBG/CBR reporter, luminescence ratio, 4 h; active means well fitted inhibition curve with a large enough effect in the signal ratio, with a control signal flat, not every such curve was filed as active; inconclusive means small, poorly fitted or top-dose-only effect, or effect the other way, or a change in a side signal; the % refers to the signal ratio;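 further: potency means the concentration at half of the fitted maximal effect; plate controls were basal doxycycline-induced cells for no effect and cells given 10 µM MG132 for full effect; MG132 reads +100%, hits lower the ratio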
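Cell line TMD8 (human ABC DLBCL), stably expressing tet-inducible CBG68-IkBa fusion and CBR; IMDM/0.5% FBS; cpd up to 46 uM; dox induction, 4 h, 37C/5% CO2; dual luminescence; green/red ratio; MG132 control.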
ASM inhibitor: inhibitors of human secretory acid sphingomyelinase; P17405; placental ASM, HMU-PC fluorogenic substrate, 60 min; actives 0.006% (n = 340,000); Potency, µM (top dose mostly 57.5 µM), for the others: top-dose activity change, negative = inhibition, hits mostly inhibitors; AID 504937; further: potency means the concentration at half of the fitted maximal effect
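Steps: dispense placental human ASM, pin compound, wait 10 min at room temperature, add HMU-PC0 substrate at 9 uM final, incubate 60 min at 37 °C, add stop solution raising pH to 10, read fluorescence.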
GALK inhibitor: galactokinase (human) inhibition | P51570 | Purified GALK, Kinase-Glo residual ATP luminescence | Potency, µM (doses to about 57.5 µM), without a hit: at the top dose activity change, negative = inhibition, actives largely listed as inhibitors | actives 0.007% (n = 270,000) | AID 1868; further: potency means the concentration at half of the fitted maximal effect; on the % scale 0 is the no-effect control and ±100 the full control effect
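Quantitative HTS: GALK 5 nM, ATP 35 uM, galactose 100 uM, 1 h room temperature, then luciferase-based ATP detection.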
MBNL1-CUG inh: MBNL1-poly(CUG) RNA binding inhibition; Q9NR56; TR-FRET MBNL1-His/biotin-(CUG)12 binding, 665/545 ratio; Potency, µM (top dose mostly 57.5 µM), inactives show at the highest dose activity change, negative = inhibition, usual class: inhibitors; actives 0.036% (n = 280,000); active means well fitted inhibition curve with a large enough effect in the signal ratio, with a control signal flat, not every such curve was filed as active; inconclusive means small, poorly fitted or top-dose-only effect, or effect the other way, or a change in a side signal; inactive means no such curve, though single readings can be large or run the other way; the % refers to the signal ratio; further: potency means the concentration at half of the fitted maximal effect; on the % scale 0 is the no-effect control and ±100 the full control effect
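MBNL1-His + Biotin-(CUG)12, cpd titration 92 nM–58 uM; Tb anti-His Ab 0.055 ng/ul, SA-XL665 5 nM (final); 60 min RT; ratiometric 665/545 nm, Ex 340 nm; normalized to buffer and full-complex controls.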
Mito fusion act: mitochondrial division inhibition or fusion activation; S. cerevisiae fusion-defective mutant growth rescue, CellTiterGlo 48 h; Potency, µM (doses to about 46.1 µM), without a hit: at the highest dose growth rescue (activation), most hits filed as activators; actives 0.23% (n = 320,000);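 further: potency means the concentration at half of the fitted maximal effect; % of control where 0% means no effect; nearly all actives have a fitted effect of over 45% in size; temperature-sensitive fusion mutants such as fzo1-1 at 37 °C on non-fermentable ethanol glycerol medium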
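Compounds are tested for their ability to restore growth of mitochondrial fusion-defective yeast strains at non-permissive 37C in YPEG medium over 48 hours. Viability is quantified by luciferase luminescence.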
KCNH2 WT inh: inhibitors of human wildtype KCNH2 potassium channel | Q12809 | U2OS, BacMam KCNH2, thallium flux FluxOr; stronger effect = lower value | activity change, % at 1.84 µM | actives 0.37% (n = 340,000);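 active means maximum activity change below -70%; inconclusive means maximum activity change between -70% and -50%; inactive means maximum activity change above -50%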; further: on the % scale 0 is the no-effect control and ±100 the full control effect
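U2OS cells were transduced with wild-type KCNH2 virus (2.03 x 10^8 / mL) for 4 h at room temperature, then cultured overnight at 37 C. Thallium flux was read with FluxOr dye. Rate constants were normalized to DMSO controls.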
* hit, by the source's call; u = inconclusive; x = not tested or not shown; [ ] = remark or other dose. Unless noted, the call rests on the fitted dose curve; in most records, active means well fitted curve in the direction sought with a large enough effect; inconclusive means small, poorly fitted or top-dose-only effect, or another doubt; inactive means no such curve, though single readings can be large; an effect the other way counts as inactive or inconclusive. Not all compounds are listed (hit frequency here may not be typical).

SMILES	PKM2 activator	Menin MLL FP TR	USP2a inh	TSHR antagonist	Eya2 phos inh	BCR signal inh	ASM inhibitor	GALK inhibitor	MBNL1-CUG inh	Mito fusion act	KCNH2 WT inh
COc1ccc(N=C(C)c2c(O)n(C)c(=O)n(C)c2=O)c(OC)c1	-9.6%	u	1.0%	7.6	11.1%	-1.3%	-7.0%	-3.1%	0.1%	6.9%	-5.2
CCN1CCN(Cc2nc3ccc([N+](=O)[O-])cc3c(=O)n2-c2ccccc2F)CC1	x	10µM*	-0.3%	-2.5	6.4%	-0.3%	-1.2%	4.2%	u	-18.9%	1.0
O=C(NC(=O)c1c(F)cccc1F)Nc1cc(Cl)c(F)c(Cl)c1F	-6.6%	u	-4.7%	-3.4	-4.8%	u	-0.2%	-1.7%	-1.0%	-2.0%	4.3
Cc1nn(C2CCOC(C)(C)C2)c2c1C(c1ccc(OC(C)C)cc1)SCC(=O)N2 (centres undefined)	6.6%	-4.6%	2.2%	4.1	-27.2%	-4.6%	0.2%	2.8%	-7.7%	0.2%	-7.8
NC(=O)CN1CC(c2ccccc2)CC1=O (centres undefined)	1.1%	-2.7%	0.2%	-6.1	-5.7%	u	-0.1%	-1.5%	1.7%	-0.2%	2.7
Cc1ncc2n1-c1ccc(Cl)cc1C(c1ccccc1F)=NC2	x	3.0%	-0.1%	-13.8	-23.8%	-19.6%	1.6%	x	x	x	0.3
COC(=O)C1=C(c2ccc(F)cc2OCc2ccccc2)C[C@@H]2CC[C@H]1N2C(=O)NCc1ccc2[nH]ccc2c1	x	x	3.0%	5.0	16.9%	-3.0%	-3.2%	x	x	u	0.2
C[C@]12CC[C@H](O)C[C@H]1CC[C@@H]1[C@@H]2CC[C@]2(C)[C@@H](C3=CC(=O)OC3)CC[C@]12O	x	x	0.7%	-78.1*	16.5%	u	6.1%	x	x	-1.8%	-16.6
Cc1cccc(CCNCc2cc3cccc(C)c3[nH]c2=O)c1	4.8%[11.5 µM]	-15.0%	3.4%	4.4	-8.7%	-0.4%	-1.8%	-2.5%	-2.3%	-7.3%	32.9
CCC(=NCc1cccnc1)c1c(O)n(-c2ccccc2)c(=O)[nH]c1=O	-15.2%	x	-1.0%	12.4	11.1%	5.7%	5.9%	x	-6.8%	-2.2%	-1.0
Nc1c(C(=O)OCC2CCCO2)c2nc3ccccc3nc2n1Cc1cccs1 (centres undefined)	6.1%	u	-1.0%	-17.7	-10.8%	u	x	8.1%	u	0.8%	-9.0
C=CC[C@@H](C)CC(=O)C(CCCN=[N+]=[N-])SOOc1ccccc1 (some centres undefined)	x	x	0.6%	-14.3	14.4%	-0.3%	3.8%	x	x	12.3%	-6.6
Fc1ccccc1CCNCc1cccc2ccccc12	-3.9%	-2.2%	0.6%	8.9	-0.2%	u	1.6%	2.5%	-22.0%	6.7%	3.5
CC(=NCc1ccco1)c1c(O)n(-c2ccccc2)c(=O)[nH]c1=O	u	-22.0%	2.8%	20.3	4.7%	11.2%	1.5%	-0.5%	3.4%	2.6%	0.1
CCN1CCN(Cc2cc(Br)ccc2O)CC1	-8.4%	x	1.3%	5.0	-8.9%	7.7%	-0.4%	-3.7%	-0.3%	0.1%	-4.3
Nn1c(SCC(=O)Nc2ccc(F)cc2F)nnc1-c1cccnc1	-6.0%	8.5%	-2.1%	7.1	8.2%	u	3.3%	-2.0%	-5.5%	-1.5%	-39.2
CC/C(=N\NC(N)=O)c1c(O)[nH]c(=O)[nH]c1=O	-2.3%	x	3.5%	7.6	-26.2%	11.1%	7.9%	x	1.0%	0.5%	-15.5
N=C1c2ccccc2CN1NC(=O)c1ccc(Br)cc1	-11.5%	-0.7%	1.0%	2.5	-1.5%	-0.6%	0.1%	-0.2%	-4.2%	-0.7%	30.1
CC(=O)C1C2c3ccccc3OC1(C)N=c1s/c(=C/c3cnn(C)c3)c(=O)n12 (centres undefined)	3.2%	0.6%	-1.1%	-4.7	-15.7%	0.2%	-4.4%	-0.6%	u	9.9%	9.8
COc1ccc(C(=O)CN2CCCCC2)cc1	-1.2%	-4.7%	3.2%	-3.0	-14.6%	6.1%	1.9%	10.6%	x	-2.4%	4.7
C=C(C)Cn1c(-c2cccs2)n[nH]c1=S	-4.2%	-2.4%	3.4%	-1.4	8.5%	8.3%	-2.0%	0.7%	u	-4.9%	8.3
O=c1[nH]cc(COCC(F)(F)C(F)(F)C(F)(F)F)c(=O)[nH]1	-1.4%	-0.3%	-0.1%	6.9	7.5%	-10.6%	1.1%	2.4%	-1.1%	-1.1%	-12.1
COc1ccc(CNCCc2c(C)[nH]c3ccc(OC(F)(F)F)cc23)c(OC)c1	x	28.2µM*	-0.5%	-6.1	-13.1%	u	-6.1%	x	-2.9%	-5.5%	4.2
C=CCn1c(O)c(C=Nc2ccc(F)cc2)c(=O)[nH]c1=O	0.2%	11.0%	0.7%	8.7	-10.6%	1.6%	1.9%	-2.3%	1.7%	-0.3%	-1.7
CCN(CC)CCNCc1nc2ccccc2c(=O)n1-c1ccc(F)cc1	-4.2%	-16.3%	3.7%	-3.3	6.8%	u	-3.4%	2.2%	-2.7%	-1.0%	25.3
CCc1nc(N2CCNCC2)c(C#N)c2c1CSC(C)(C)C2	-16.6%	-6.2%	0.1%	5.1	-2.6%	-5.1%	0.5%	2.5%	1.1%	-3.0%	-14.7
O=[N+]([O-])c1cc2c(cc1CNCCc1ccc3c(c1)OCO3)OCO2	26.7%	-7.4%	-4.1%	-3.8	-5.9%	6.4%	-1.9%	0.1%	x	-0.2%	24.0
C[N+]1(C)[C@@H]2CC[C@H]1CC(OC(=O)[C@@H](CO)c1ccccc1)C2 (some centres undefined)	x	-20.1%	5.6%	-5.9	-24.7%	6.6%	3.6%	-0.6%	5.0%	-20.2%	-6.3
CCN(CC)c1ccc(CNCCc2ccccc2F)cc1	6.5%	u	3.3%	-10.4	-7.5%	u	-3.7%	1.3%	-0.4%	4.6%	-0.1
C1=C(CCNCc2ccccc2)CCCC1	7.3%	-0.9%	4.1%	-1.6	11.7%	u	0.6%	0.4%	-0.2%	-4.6%	13.0
O=C1NC(=O)N(Cc2ccc(F)cc2)C(=O)/C1=C\c1ccc(N2CCCC2)cc1	1.3%	x	2.8%	3.0	7.2%	-0.2%	-4.2%	-7.6%	x	-2.5%	-9.3
C=CCN1C(=O)/C(=C/c2cccs2)C(=O)NC1=S	u	u	0.4%	29.1	-7.7%	3.1%	-0.1%	-1.8%	-13.9%	4.5%	1.4
Cc1ccc(C)c(OCC(=O)N2CCN(Cc3ccc4c(c3)OCO4)CC2)c1	-10.4%	u	3.7%	-4.2	-6.9%	13.0%	-1.1%	-1.2%	u	2.9%	-6.5
Cc1ccc(S(=O)(=O)Nc2cc(C(=O)N3CCC4(CC3)OCCO4)ccc2N2CCCCC2)cc1	5.0%	-0.8%	-9.2%	13.8	u	8.6%	-0.9%	-2.7%	-8.2%	6.8%	19.5
CC(=O)NNC(=O)CN1C(=O)CN=C(c2ccccc2)c2cc(Br)ccc21	0.1%	0.2%	4.2%	1.3	-3.9%	-12.7%	0.0%	-1.4%	-10.5%	-15.4%	1.1
CCc1cccc(C)c1NC(=S)N1CC2CC(C1)c1cccc(=O)n1C2 (centres undefined)	5.5%	4.1%	1.1%	-2.2	3.5%	0.8%	6.2%	0.0%	-20.3%	-6.2%	11.3
COc1ccc(C[C@@H]2c3cc(O)c(OC)cc3CCN2C)cc1O	-1.0%	-0.7%	1.8%	4.7	2.3%	2.7%	-7.9%	x	-14.0%	-4.3%	x
O=C(O)C1C2CCC(O2)C1C(=O)Nc1cccc(Br)c1 (centres undefined)	-0.7%	0.5%	-1.6%	-3.7	u	2.4%	2.6%	4.8%	-1.9%	1.8%	0.1
